Neddyl block: inhibitors of human cullin neddylation; calls only at 25 µM; hit rate 0.58% among 360,000; TR-FRET cullin neddylation, biochemical; in the data active means inhibition above about 36%
Rin1 Abl inh: inhibitors of human Rin1-Abl protein interaction; TR-FRET Rin1/Abl binding, biochemical; inhibition, % at 7.35 µM; hit rate 0.4% among 360,000; AID 588664; in the data active means inhibition above about 5%, passing the limit was not always enough
PABP1 MLLE inh: blocks PAM2 peptide binding to the PABP1 MLLE domain | P11940 | GST-MLLE / FITC-PAM2 fluorescence polarization | inhibition, % at 20 µM | hit rate 0.36% among 360,000 | AID 588489; in the data active means inhibition above about 35%, passing the limit was not always enough;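 further: plate controls were DMSO wells with GST-MLLE for no effect and wells lacking GST-MLLE protein for full effect; some results filed as inactive read as strong as hits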
Target sequence (P11940 whole entry, looked up, the tested form may be a part): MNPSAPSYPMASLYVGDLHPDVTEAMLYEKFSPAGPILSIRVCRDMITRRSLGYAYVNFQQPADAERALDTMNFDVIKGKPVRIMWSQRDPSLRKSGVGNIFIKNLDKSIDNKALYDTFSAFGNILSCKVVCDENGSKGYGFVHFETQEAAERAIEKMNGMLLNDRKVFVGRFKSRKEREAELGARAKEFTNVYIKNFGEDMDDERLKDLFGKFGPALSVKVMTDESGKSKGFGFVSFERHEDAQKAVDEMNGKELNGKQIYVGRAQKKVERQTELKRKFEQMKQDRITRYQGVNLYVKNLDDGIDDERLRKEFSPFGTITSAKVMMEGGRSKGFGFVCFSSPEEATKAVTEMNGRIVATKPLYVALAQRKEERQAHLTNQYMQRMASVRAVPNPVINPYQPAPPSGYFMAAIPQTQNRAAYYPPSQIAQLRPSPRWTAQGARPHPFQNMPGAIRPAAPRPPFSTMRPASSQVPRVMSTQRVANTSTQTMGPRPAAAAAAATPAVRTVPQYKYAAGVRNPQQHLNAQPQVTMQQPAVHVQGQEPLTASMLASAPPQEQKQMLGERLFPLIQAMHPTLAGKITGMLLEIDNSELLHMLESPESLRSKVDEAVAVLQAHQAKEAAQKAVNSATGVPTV
FAS TE block: blocks the thioesterase domain of human fatty acid synthase | P49327 | recombinant FAS-TE, OMFH fluorogenic substrate, fluorescence endpoint | inhibition, % at 15 µM | hit rate 0.67% among 360,000;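 active means compounds whose normalised, plate-corrected inhibition of enzyme fluorescence in the single-dose primary screen is 50% or more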;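 further: 0% = DMSO with enzyme and 100% = substrate without enzyme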
MsrA act: activators of bovine methionine sulfoxide reductase A | hit rate 0.3% among 360,000 | activation, % at 10.6 µM | purified bovine MsrA, absorbance read-out | AID 602163; in the data active means activation above about 7.5%;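 further: 0% = vehicle and 100% = reference activator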
E coli Lon inh: E. coli protease La inhibition. hit rate 0.42% among 360,000. P0A9M0. purified E. coli Lon protease, fluorescence polarization. inhibition, % at 7.94 µM; in the data active means inhibition above about 13%, passing the limit was not always enough;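 further: 0% = enzyme with probe and DMSO and 100% = no enzyme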
MsrA inhibitor: inhibits bovine methionine sulfoxide reductase A; purified bovine MsrA, absorbance read-out; hit rate 0.75% among 360,000; inhibition, % at 15.5 µM; in the data active means inhibition above about 4.5%;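 further: 0% = vehicle wells with enzyme and 100% = reference inhibitor wells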
CSN inh: blocks human CSN-mediated cullin deneddylation. Purified CSN, SCF-Nedd8-OG deneddylation, fluorescence polarization. inhibition, % at 12.5 µM. hit rate 0.38% among 360,000. Q92905;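 active means pattern-corrected inhibition above about 35%, with an unprinted fluorescence ratio check between 0.5 and 1.5, limit read from the data, passing the limit was not always enough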;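 further: 0% = enzyme with substrate and 100% = substrate without enzyme; some results filed as inactive read as strong as hits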
Target sequence (Q92905 whole entry, looked up, one chain of several): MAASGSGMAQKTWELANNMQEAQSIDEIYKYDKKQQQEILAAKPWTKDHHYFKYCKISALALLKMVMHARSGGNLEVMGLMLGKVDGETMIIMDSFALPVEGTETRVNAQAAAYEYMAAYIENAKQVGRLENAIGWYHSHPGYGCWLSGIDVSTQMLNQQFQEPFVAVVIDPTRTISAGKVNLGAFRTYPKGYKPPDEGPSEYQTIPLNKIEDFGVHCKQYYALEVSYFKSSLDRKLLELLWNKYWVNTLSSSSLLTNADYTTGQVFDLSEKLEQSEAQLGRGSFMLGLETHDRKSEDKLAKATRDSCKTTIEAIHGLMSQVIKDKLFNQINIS
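Assay system: purified human Csn5 enzyme expressed in HEK293T cells; measure: % inhibition; also added: SCFSkp2-Nedd8OG substrate at 10 nM final; technique: fluorescence polarization; times: reaction 90 min, room temperature; medium: Tris buffer pH 7.5, NaCl, DTT, Tween-20, trehalose, ovalbumin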
Tb MetRS inh: Trypanosoma brucei MetRS inhibition. purified T. brucei MetRS, ATP depletion, Kinase-Glo luminescence. inhibition, % at 11.9 µM. hit rate 0.4% among 360,000. AID 624268;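 active means inhibition above a per-plate cutoff of the control wells' mean inhibition plus 3 SD, cut at about 5.5% in these data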;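 further: 0% = DMSO wells median and 100% = median of wells with control inhibitor compound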
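assay system = parasite MetRS enzyme | timing = 15 min preincubation, 2 h reaction, all 25 °C | evaluation = percent inhibition relative to median high and low control wells | medium = HEPES buffer containing pyrophosphatase, BSA, spermine, DTT | compound = single dose, 11.9 µM final nominal, 0.9% final DMSO | detection = Kinase-Glo luminescence, ATP depletion format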
* marks the source's active call; other numbers are inactive results; i = inactive; / = not tested or not shown; & = joins results of further samples. Rows are unselected (roughly 4% active in at least one column).

Preview, four compounds:
SMILES,Neddyl block,Tb MetRS inh,CSN inh,E coli Lon inh,MsrA act,FAS TE block,MsrA inhibitor,Rin1 Abl inh,PABP1 MLLE inh
CCN1CCN(S(=O)(=O)c2ccc(C(=O)Nc3ccccc3)cc2)CC1,i,-0.1,4,-8,3,-1,0.1,-1,-3
O=C(COC(=O)c1cc[n+]([O-])cc1)Nc1ccc([N+](=O)[O-])cc1Cl,i,0.0,3,0,-2,-2,2.8,-2,1
COc1ccccc1NC(=O)/C(=N/OCc1ccc(C#N)cc1)C(C)=O,i,-0.2,-5,-1,-5,5,-0.3,1,-2
Cc1ccc(/C=C/C(=O)c2nc3ccccc3[nH]2)cc1,/,2.7,8,-3,5,2,1.3,1,0

The whole of this part (from the top)
SMILES,Neddyl block,Tb MetRS inh,CSN inh,E coli Lon inh,MsrA act,FAS TE block,MsrA inhibitor,Rin1 Abl inh,PABP1 MLLE inh
CCN1CCN(S(=O)(=O)c2ccc(C(=O)Nc3ccccc3)cc2)CC1,i,-0.1,4,-8,3,-1,0.1,-1,-3
O=C(COC(=O)c1cc[n+]([O-])cc1)Nc1ccc([N+](=O)[O-])cc1Cl,i,0.0,3,0,-2,-2,2.8,-2,1
COc1ccccc1NC(=O)/C(=N/OCc1ccc(C#N)cc1)C(C)=O,i,-0.2,-5,-1,-5,5,-0.3,1,-2
Cc1ccc(/C=C/C(=O)c2nc3ccccc3[nH]2)cc1,/,2.7,8,-3,5,2,1.3,1,0
CS(=O)(=O)c1ccc(Cl)c(NC(=O)CN2C(=O)C3CCCCC3C2=O)c1 (stereo not drawn),i,-0.3,2,6,-2,-6,-1.3,2,6
COC(=O)c1ccccc1NC(=O)C1CC(c2ccccc2O)=NO1 (stereo not drawn),i,-1.7,-3,-6,-13,17,-0.4,3,0
CC(Oc1ccc(S(=O)(=O)N2CCCC2)cc1[N+](=O)[O-])C(=O)NC1(C#N)CCCCC1 (stereo not drawn),i,-0.2,-3,-5,-2,-42,-0.2,1,-4
COc1ccc(C(=O)N2CCN(c3c(C)cccc3C)CC2)cc1OC,i,-0.7,-4,0,-3,2,1.6,0,9
CCC(C(=O)NCCc1ccccc1)c1ccccc1 (stereo not drawn),i,-1.9,0,13,-2,0,0.1,-1,1
O=C(Cc1c[nH]c2ccccc12)N1CCc2ccccc21,i,-0.3,1,-8,-10,-7,-0.4,-3,-22
CCOC(=O)c1c(NC(=O)c2ccncc2)sc(C)c1C,i,0.0,4,0,-3,7,-0.1,0,10
COCCn1c(N)c(C(=S)NC(=O)c2cccs2)c(=O)[nH]c1=O,i,-0.1,3,-1,-4,-3,-0.7,-2,20
Nc1ccn(CC(=O)N[C@H](CO)Cc2c[nH]c3ccccc23)c(=O)n1,i,-0.3,-3,-2,-2,-10,-1.1,2,7
CC1(O)C(c2ccccc2)=Nc2ccccc21 (stereo not drawn),i,-0.2,-6,1,-3,-4,1.3,0,-8
CCCCCNC(=O)C1CC=CCC1C(=O)O (stereo not drawn),i,-0.1,-5,-4,-3,-2,0.5,-5,-7
COc1ccc(NC(=O)CSc2nnc(NC(=O)CN3CCOCC3)s2)cc1,i,-0.9,-13,4,-2,-6,-0.9,-2,2
Cc1cc2nc(C(C)(C)C)c(CC3CCCCC3)n2c(C)c1Br,i,0.0,3,-4,-2,13,-0.4,/,/
CCn1c(Cc2ccccc2)nnc1SCC(=O)N1CCCCC1,i,-0.7,3,-8,-4,-9,0.6,-2,-14
Cc1ccccc1Nc1nnc(SCc2cc(=O)n3ccsc3n2)s1,i,-0.4,-1,-14,-1,-5,0.5,2,-29
CCc1ccccc1NC(=O)c1cc(C2CC2)on1,i,0.0,-1,-2,-2,-2,-1.7,-2,4
Cc1cccc(NC(=O)c2sc3nc(-c4ccc(F)cc4)cn3c2C)n1,i,-0.7,36*,-36,-3,-7,-0.2,-2,-53
CC(C)=CCN1CCN(Cc2cccn2-c2nccs2)CC1CCO (stereo not drawn),i,-0.7,0,-10,-4,-6,-1.0,0,8
O=C(COC(=O)c1ccc(S(=O)(=O)N2CCCC2)cc1)Nc1cccc(Br)c1,i,-0.2,6,-9,-1,5,0.3,-1,-10
CN(Cc1ccccc1)C(=O)CN1C(=O)NC2(CCCc3sccc32)C1=O (stereo not drawn),i,-0.3,-1,1,-2,-4,1.9,1,-7
CCN(Cc1ccccc1)S(=O)(=O)c1ccc(S(=O)(=O)N2CCN(CCC#N)CC2)cc1,i,-1.4,-4,1,-2,11,0.0,-2,10
Cc1c(N=Cc2ccc(-c3ccc(Cl)cc3)o2)c(=O)n(-c2ccccc2)n1C,i,-0.1,-2,-5,-2,20,1.4,3,0
Cc1occc1-c1nnc(SCC(=O)c2c(N)n(Cc3ccccc3)c(=O)n(C)c2=O)n1C,i,-0.8,2,-2,3,-9,0.0,4,-1
O=C(Cc1ccccc1)NCCS(=O)(=O)N1CCN(c2ccccc2)CC1,i,-0.4,-3,-6,-2,-6,-0.9,4,8
CCCCNCC1C(Oc2ccc(Cl)cc2)C(=O)N1c1ccccc1C (stereo not drawn),i,-1.0,-2,-5,-9,18,-0.7,-1,12
COc1cccc2cc(C(=O)N3CC(C)OC(C)C3)c(=O)oc12 (stereo not drawn),i,-1.1,-2,4,-8,-5,1.2,-3,-11

Some values from the list.
COc1ccc(NC(=O)CSc2nnc(NC(=O)CN3CCOCC3)s2)cc1 | PABP1 MLLE inh = 2
COc1cccc2cc(C(=O)N3CC(C)OC(C)C3)c(=O)oc12 (stereo not drawn) | MsrA inhibitor = 1.2
O=C(Cc1ccccc1)NCCS(=O)(=O)N1CCN(c2ccccc2)CC1 | FAS TE block = -6
CCn1c(Cc2ccccc2)nnc1SCC(=O)N1CCCCC1 | PABP1 MLLE inh = -14
O=C(COC(=O)c1ccc(S(=O)(=O)N2CCCC2)cc1)Nc1cccc(Br)c1 | E coli Lon inh = -9
CCN1CCN(S(=O)(=O)c2ccc(C(=O)Nc3ccccc3)cc2)CC1 | Tb MetRS inh = -0.1

Arranged by the number under MsrA inhibitor (largest number first): some entries from above
compound	MsrA inhibitor
O=C(COC(=O)c1cc[n+]([O-])cc1)Nc1ccc([N+](=O)[O-])cc1Cl	2.8
CCN1CCN(S(=O)(=O)c2ccc(C(=O)Nc3ccccc3)cc2)CC1	0.1
Cc1cccc(NC(=O)c2sc3nc(-c4ccc(F)cc4)cn3c2C)n1	-0.2
COc1ccc(NC(=O)CSc2nnc(NC(=O)CN3CCOCC3)s2)cc1	-0.9

Going on with the list.
SMILES,Neddyl block,Tb MetRS inh,CSN inh,E coli Lon inh,MsrA act,FAS TE block,MsrA inhibitor,Rin1 Abl inh,PABP1 MLLE inh
CN(CP(=O)(O)CN(C)S(C)(=O)=O)S(C)(=O)=O,i,-0.7,-2,0,-5,-8,0.4,1,3
CCCOc1ccc(Cc2c(Cl)nc(SC)nc2N(C)C)cc1,i,-0.4,3,0,-2,43,-0.3,-1,-15
CC(=O)N(c1ccccc1)c1nc(C)cc(C)c1C#N,i,-0.1,0,-1,-2,-8,-1.6,1,0
CC(C)[C@@H](NC(=O)OC(C)(C)C)C(=O)NCC1CCC(C(=O)N[C@@H](Cc2ccccc2)C(=O)O)CC1 (stereo partly drawn),i,-0.3,1,-12,-1,-5,0.1,-2,1
CCCC(=O)N(CCN(C(=O)CCC)c1ccccc1)c1ccccc1,i,-0.8,-7,-12,-1,-6,1.1,0,7
O=C(COc1cc([N+](=O)[O-])cc2cccnc12)NCCC1=CCCCC1,i,0.6,-8,-4,-5,83*,1.4,0,-5
Cc1ccc(-c2nnc3cccc(Cl)n23)cc1,i,-1.1,-1,4,-7,1,-1.0,-1,10
COc1ccc(C(=O)/C=C/c2ccc(F)cc2)c(OC(=O)c2ccc([N+](=O)[O-])cc2)c1,i,-1.9,10,1,-3,26,-1.1,0,-4
CC(C)N1C(=O)C2C(C(=O)NCc3ccccc3)C3C=CC2(O3)C1C(=O)NC(C)(C)C (stereo not drawn),i,-1.1,0,-5,-12,-2,1.1,4,5
O=c1[nH]c2ccc(Cl)cc2c(-c2ccccc2)c1N1CCOCC1,i,-1.3,7,3,-7,4,0.9,-1,-3
NC(=O)NC(CC(=O)NCCc1ccc(S(N)(=O)=O)cc1)c1ccc(Cl)cc1 (stereo not drawn),/,-0.9,-5,-7,4,-3,-1.0,0,18
Cc1ccc(-c2csc3nnc(SCC(=O)NCc4ccc5c(c4)OCO5)n23)cc1,i,-3.1,1,-2,-2,7,0.1,2,-1
N#CCCN(CC(=O)O)S(=O)(=O)c1ccccc1,i,-0.9,-1,2,-11,-10,-0.1,4,6
COc1ccccc1C(=O)Nc1ccnn1C1CCN(Cc2cnn(C)c2C)CC1,i,0.0,6,-14,-2,-8,1.1,0,-12
COc1ccc(OCC(=O)N2N=C(C(F)F)CC2(O)C(F)F)cc1 (stereo not drawn),i,-1.1,-13,2,-8,-10,-0.2,0,-14
CC(=O)c1nn(-c2cccc(Br)c2)cc1C(=O)c1ccco1,i,-0.8,0,1,-2,2,-0.2,1,-4
Cc1cc(-c2ccccc2)c2c3c(c(-c4ccccc4)n2n1)c(=O)n(C)c(=O)n3C,i,-1.1,13,-7,-2,-27,/,-2,13
CCN(CC)N=Nc1ccc(S(=O)(=O)Nc2nc(C)cc(C)n2)cc1,i,-0.6&-0.5,-4&-6,8&12,-4&0,-5&-4,2.8&1.0,1&-1,-12&-12
COC(=O)c1ccc(COC(=O)CNS(=O)(=O)c2ccc(C)cc2)cc1,i,0.0,105,4,-1,5,0.7,-3,1
COc1ccc(C2c3c(C)nn(-c4ccccc4)c3NC(=O)N2c2ccccc2)cc1 (stereo not drawn),i,-0.2,0,-4,-1,3,-1.8,3,-10
COc1ccc(N=Cc2c(O)n(-c3ccc(OC)cc3)c(=O)c3ccccc23)cc1,/,-0.8,-10,1,-11,6,0.5,5,10
O=S(=O)(c1ccc(=S)[nH]c1)N1CCCCCC1,i,-0.3,-1,-5,6,0,-1.3,3,33
CC(=O)/C(N=Nc1cc2c(c([N+](=O)[O-])c1C)C(C)(C)CC2(C)C)=C(\C)O,i,-1.2,2,-6,-7,30,-1.7,-3,4
CC1=NN(c2ccc(S(=O)(=O)O)cc2Cl)C(=O)C1,i,0.0,-1,8,-3,-3,-0.2,1,24
CC(C)(C)c1ccc(CS(=O)CC(O)CO)cc1 (stereo not drawn),i,0.0,-5,-8,-1,-10,0.5,-2,7
Cc1c(C(=O)NC(c2ccccn2)C(F)(F)F)oc2c(F)cccc12 (stereo not drawn),i,-0.3,1,9,-2,4,0.6,4,-5

Source: PubChem BioAssay (several laboratories)
